ALOX15 inhib: blocks human 15-lipoxygenase activity; purified 15hLO-1, xylenol orange hydroperoxide absorbance; AID 887; P16050; actives 1.4% (n = 74,000); Potency, µM (doses to about 57.1 µM), inactives show at the highest dose activity change, negative = inhibition, actives largely listed as inhibitors; further: potency means the concentration at half of the fitted maximal effect; on the % scale 0 is the no-effect control and ±100 the full control effect; nearly all actives have a fitted effect of over 55% in size
Target sequence (P16050 whole entry, looked up): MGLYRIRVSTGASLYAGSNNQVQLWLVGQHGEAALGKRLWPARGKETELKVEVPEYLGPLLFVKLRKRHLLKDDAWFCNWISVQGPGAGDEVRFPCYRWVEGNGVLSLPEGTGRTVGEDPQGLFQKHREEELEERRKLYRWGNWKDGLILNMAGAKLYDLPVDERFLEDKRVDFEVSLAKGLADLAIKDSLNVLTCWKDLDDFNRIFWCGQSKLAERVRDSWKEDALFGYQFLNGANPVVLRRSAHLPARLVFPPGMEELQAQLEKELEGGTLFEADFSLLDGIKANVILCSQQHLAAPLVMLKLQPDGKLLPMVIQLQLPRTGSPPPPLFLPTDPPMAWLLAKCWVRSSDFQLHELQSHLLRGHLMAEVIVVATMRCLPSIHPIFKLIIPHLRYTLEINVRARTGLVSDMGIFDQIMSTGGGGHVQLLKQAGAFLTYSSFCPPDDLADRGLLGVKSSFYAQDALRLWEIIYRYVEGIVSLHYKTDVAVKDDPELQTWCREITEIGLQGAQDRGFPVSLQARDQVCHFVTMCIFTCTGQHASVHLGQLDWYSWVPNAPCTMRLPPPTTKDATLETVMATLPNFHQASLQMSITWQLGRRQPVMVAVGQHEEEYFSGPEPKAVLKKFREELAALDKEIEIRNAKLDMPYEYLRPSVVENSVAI
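Readout: Fe(III)-xylenol orange absorbance, 573-to-405 nm ratio as reaction progress. Enzyme 40 nM purified human 15hLO-1, substrate 50 uM arachidonic acid, 6 min RT after 15 min compound preincubation; Hepes pH 7.5 buffer with Triton X-100.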
4-MU autofl: compounds fluorescent in 4-MU spectral region | compound autofluorescence, 340/450 nm, 4-MU equivalents; hits give high values | max dye-equivalent concentration, M | actives 11% (n = 59,000) | AID 589; in the data active means max dye-equivalent concentration above about 10 nM; inconclusive means mostly about 1.1 nM to 9.6 nM
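Compounds in 100 mM Tris, pH 8.0, sat 15 min at room temperature before fluorescence was read at 340 nm excitation/450 nm emission; a per-plate six-point 4-MU standard curve converted signals to dye-equivalent concentration at each compound concentration.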
HBB splice mod: modulators of hemoglobin beta chain splicing; HBB splicing reporter cell assay, activation; EGFP reporter with mutant IVS2-654 intron; response scale: normalised to 500 nM splice-correcting PNA; Potency, µM (titrated, usually from 46.1 µM), for inactives: at the highest dose activation, usual class: activators; actives 0.06% (n = 65,000); further: potency means the concentration at half of the fitted maximal effect; 0% is about no effect
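HeLa cells stably expressing EGFP interrupted by mutant beta-globin intron 2 (IVS2-654), 500/well in 2% FCS. Treated with compound for 2 days at 37C. Splicing correction scored as total well GFP intensity (488 nm excitation, 500-520 nm emission); 500 nM antisense PNA served as control.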
Hsp90 Hop PPI: changes Hsp90-Hop TPR2A binding signal, up or down; AlphaScreen TPR2A-His6 binding biotin-Hsp90 C-terminal peptide; Potency, µM (titrated, usually from 57 µM), for the others: at the highest dose activity change, negative = inhibition; actives 0.44% (n = 71,000); AID 595; active means well fitted curve in either direction with a large enough effect; inconclusive means small, poorly fitted or top-dose-only effect, or another doubt; further: potency means the concentration at half of the fitted maximal effect; on the % scale 0 is the no-effect control and ±100 the full control effect; many of its hits are not listed in these tables
GFP derepression: derepresses silenced GFP locus in mouse C127i cells; mouse C127i GFP locus derepression, cytometry, 30 h; Potency, µM (titrated, usually from 46.1 µM), for inactives: at the top dose GFP derepression (activation); actives 0.09% (n = 68,000); AID 597; further: % of control where 0% means no effect
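Derepression screen: silenced CMV-GFP reporter in murine C127i cells, 30 h compound incubation at 37 C, washed cells imaged by laser-scanning cytometer to enumerate GFP-expressing objects of 20 to 120 um.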
UbGFP stabilizer: ubiquitin-GFP accumulation via proteasome inhibition; 67,000 tested, under 10 active; Ubiquitin-GFP reporter cells, proteasome inhibition, GFP fluorescence; response scale: untreated = 0%, 10 µM MG-132 = 100%; Potency, µM (top dose mostly 45.9 µM), inactives show at the highest dose activation (GFP accumulation), most hits filed as activators; active means well fitted activation curve with a large enough effect, not every such curve was filed as active; inconclusive means small, poorly fitted or top-dose-only effect, or another doubt; inactive means no such curve, though single readings can be large or run the other way; further: potency means the concentration at half of the fitted maximal effect
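Proteasome blockade was scored as a rise in GFP-expressing U2OS cells carrying a ubiquitin(G76V)-GFP construct, imaged after 4 hr compound treatment at 37 °C across a 46 uM–2.9 nM series.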
Pol III holo inh: inhibitors of bacterial DNA polymerase III holoenzyme; reconstituted DNA polymerase III holoenzyme replication, biochemical; Potency, µM (highest dose often 57.1 µM), inactives show at the highest dose activity change, negative = inhibition; actives 0.25% (n = 71,000); further: potency means the concentration at half of the fitted maximal effect; on the % scale 0 is the no-effect control and ±100 the full control effect
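Reconstituted *E. coli* holoenzyme (0.35 nM Pol III, 1 nM beta, 154 nM SSB, 2 nM primase) was preincubated with compound for 15 min at RT. Synthesis on 1.4 nM ssM13Gori ran 35 min, then was stopped with PicoGreen/EDTA and read as dsDNA fluorescence.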
CRE-bla Fsk: CRE-bla signaling modulation under forskolin stimulation; CHO CRE-bla reporter (cAMP response element driving beta-lactamase), forskolin EC10, beta-lactamase ratio; Potency, µM (highest dose often 38.2 µM), for inactives: at the highest dose activity change, negative = inhibition, hits mostly activators; actives 2.5% (n = 71,000); AID 662; active means well fitted activation curve with a large enough effect in the signal ratio, with a control signal flat, not every such curve was filed as active; inconclusive means small, poorly fitted or top-dose-only effect, or effect the other way, or a change in a side signal; the % refers to the signal ratio; further: potency means the concentration at half of the fitted maximal effect; % of control where 0% means no effect
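qHTS titration format; CRE-bla CHO reporter; stimulus EC10 NKH 477, a water-soluble forskolin. Read: CCF4 460/530 nm ratio. Potency expressed as AC50 for activators or inhibitors.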
BRCT inh green: BRCA1 BRCT-phosphoprotein interaction inhibition | P38398 | BRCA1 BRCT-phosphopeptide binding, green fluorescence polarization | Potency, µM (top dose mostly 76.9 µM), for inactives: at the top dose activity change, negative = inhibition, most hits filed as inhibitors | actives 0.05% (n = 75,000);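 further: potency means the concentration at half of the fitted maximal effect; plate controls were peptide without protein for full effect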
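Fluorescence polarization: His-tagged BRCT (~35 kDa BRCA1 C-terminus, 250 nM) bound to 100 nM fluorescein-labeled phosphorylated 10-aa BACH1 peptide, pH 7.3 phosphate buffer with DTT and Tween 20. Compounds incubated 12 min at room temperature; inhibition read as lowered polarization.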
A350 fluor: A350 region autofluorescence; actives 11% (n = 59,000); AID 590; Compound autofluorescence, 340/450 nm, Alexa 350 dye-equivalents; hits give high values; max dye-equivalent concentration, M; in the data active means max dye-equivalent concentration above about 10 nM; inconclusive means mostly about 1.1 nM to 9.6 nM
BRCT inh red: disrupts BRCA1 BRCT binding to phosphoprotein, red fluorophore readout. BRCT-phosphopeptide binding, red fluorescence polarization. actives 0.03% (n = 75,000). Potency, µM (doses to about 76.9 µM), without a hit: at the top dose activity change, negative = inhibition, hits mostly inhibitors. P38398; further: on the % scale 0 is the no-effect control and ±100 the full control effect
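Fluorescence polarization: 100 nM His-tagged BRCA1 BRCT with 100 nM TAMRA-labelled phospho-BACH1 decapeptide, phosphate buffer pH 7.3 with 150 mM NaCl, DTT, 0.01% Tween 20; 12 min RT. Binding inhibition seen as FP decrease.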
An asterisk follows results filed as active; i = inactive; ? = inconclusive; nt = no result given; [ ] = remark or other dose. Unless noted, the call rests on the fitted dose curve; in most records, active means well fitted curve in the direction sought with a large enough effect; inconclusive means small, poorly fitted or top-dose-only effect, or another doubt; inactive means no such curve, though single readings can be large; an effect the other way counts as inactive or inconclusive.

SMILES	ALOX15 inhib	4-MU autofl	HBB splice mod	Hsp90 Hop PPI	GFP derepression	UbGFP stabilizer	Pol III holo inh	CRE-bla Fsk	BRCT inh green	A350 fluor	BRCT inh red
CCC(=O)Nc1c(C(=O)N2CCCCCC2)cnn1-c1ccc(C)c(C)c1	7%	i	0.1%	-2%	-2%	6%	-17%	?	-1.1%	i	-0.9%
Cc1ccc(O)c(C(=O)c2cc(C#N)c(=O)n(CC3CCCO3)c2)c1 (configuration not stated)	8%	i	-0.2%[57.5 µM]	-3%	-3%	-1%	-8%	-5%	-1.9%	i	-0.1%
C=CCn1c(N2C(=O)CC(Cc3ccccc3)C2=O)nc2ccccc21 (configuration not stated)	?	i	-1.6%	-6%	-2%	-2%	-9%	7%	-4.2%	i	-2.7%
CSc1nc(C)c(Cl)c(C)c1C#N	15%	i	0.1%	-7%	2%	6%	-5%	-1%	0.4%	i	-0.1%
CS(=O)(=O)c1ccc(CNC(=O)[C@H]2C[C@@H]2[C@H](NP(=O)(c2ccccc2)c2ccccc2)c2ccccc2)cc1	nt	nt	0.8%	-7%	nt	nt	-9%	-9%	-0.4%	nt	0.2%
O=C(NCc1cccnc1)NC1(C(F)(F)F)Oc2ccc(Cl)cc2O1 (configuration not stated)	25%	nt	-1.2%	-11%	nt	4%	0%	0%	-0.6%	nt	0.8%
CN(C(=O)COC(=O)CNS(=O)(=O)/C=C/c1ccccc1)C1CCS(=O)(=O)C1 (configuration not stated)	7%	i	-0.2%[57.5 µM]	-1%	0%	1%	-2%	-19%	-0.3%	i	0.8%
CN1CCN(c2ncc3nc(-c4cccc(C#N)c4)c(=O)n(C[C@H]4CCCO4)c3n2)CC1	-6%	3.2e-08M*	1.1%	-7%	0%[9.22 µM]	4%	-5%	10µM*	-4.0%	3.5e-08M*	-0.1%
Cc1ccc(-n2nnnc2SCC(=O)N2CCc3ccccc3C2)cc1	-5%	i	0.1%[57.5 µM]	3%	-3%	-6%	-3%	-5%	0.1%	i	0.6%
Fc1ccccc1CSc1nnc(Cn2cnc3ccccc32)n1-c1ccccc1	6%	i	1.0%	0%	-2%	-8%	-4%	-7%	1.5%	i	0.0%
CCOc1ccc2nc(N3CCC(C(=O)N4CCN(C5CCCCC5)CC4)CC3)sc2c1	7%	nt	-0.4%	-2%	10%	4%	-1%	-2%	-1.7%	nt	2.0%
COc1ccccc1NC(=O)N1CCCC(c2nc3c(nnn3Cc3ccc(C)cc3)c(=O)[nH]2)C1 (configuration not stated)	-12%	i	-2.0%	-5%	2%	6%	-1%	11%	0.4%	i	-1.3%
Cn1c(=O)cnc2cnc(Nc3ccccc3)nc21	2%	i	?	-6%	0%[9.22 µM]	-2%	-4%	?	3.3%	i	1.6%
Cc1ccc(Nc2nc(CSc3nnc(-c4cccs4)o3)cs2)cc1	-19%	i	-0.3%[57.5 µM]	0%	3%	0%	2%	-16%	2.8%	i	0.4%
O=C(CN1C(=O)CSC1=O)Nc1ccc(F)c(F)c1F	4%	i	nt	-4%	1%	1%	-6%	0%	0.3%	i	1.5%
O=C(c1csc2c1CCCC2)N1CCN(c2ccccc2)CC1	-13%	i	-1.9%	-1%	0%	11%	6%	?	-2.2%	i	-0.5%
CCC1(C)Cc2ccccc2-c2nc3n(c(=O)c21)CCCCC3 (configuration not stated)	5%	i	-1.3%	2%	-3%	10%	4%	-29%	-0.9%	i	0.6%
CC(=O)c1c(NCCc2ccccc2)cc(C)oc1=O	-12%	i	0.0%	0%	6%	14%	-10%	?	-0.8%	?	-1.4%
O=C(NC(=O)c1cccc(OC(F)(F)C(F)F)c1)OC1CCS(=O)(=O)C1 (configuration not stated)	9%	i	-3.7%	-10%	0%	1%	2%	-3%	-3.5%	i	-2.6%
O=C(CCN1C(=O)C2C3C=CC(C3)C2C1=O)NCCc1ccccc1Cl (configuration not stated)	10%	i	0.6%	-4%	2%	-5%	-2%	-5%	-1.1%	i	-1.0%

Full records as entered above:
Cn1c(=O)cnc2cnc(Nc3ccccc3)nc21 reads ALOX15 inhib = 2%; 4-MU autofl = i; HBB splice mod = ?; Hsp90 Hop PPI = -6%; GFP derepression = 0%[9.22 µM]; UbGFP stabilizer = -2%; Pol III holo inh = -4%; CRE-bla Fsk = ?; BRCT inh green = 3.3%; A350 fluor = i; BRCT inh red = 1.6%
CN1CCN(c2ncc3nc(-c4cccc(C#N)c4)c(=O)n(C[C@H]4CCCO4)c3n2)CC1 reads ALOX15 inhib = -6%; 4-MU autofl = 3.2e-08M*; HBB splice mod = 1.1%; Hsp90 Hop PPI = -7%; GFP derepression = 0%[9.22 µM]; UbGFP stabilizer = 4%; Pol III holo inh = -5%; CRE-bla Fsk = 10µM*; BRCT inh green = -4.0%; A350 fluor = 3.5e-08M*; BRCT inh red = -0.1%

Next entries follow:
SMILES	ALOX15 inhib	4-MU autofl	HBB splice mod	Hsp90 Hop PPI	GFP derepression	UbGFP stabilizer	Pol III holo inh	CRE-bla Fsk	BRCT inh green	A350 fluor	BRCT inh red
Cc1ccccc1-c1ccc(Nc2ccc(C(=O)N3CCOCC3)cc2)nn1	1%	i	-0.2%[57.5 µM]	-2%	-3%	-2%	2%	-9%	-0.5%	i	0.7%
O=C(Nc1ccc(Br)cc1)C1CCCN1S(=O)(=O)c1cccs1 (configuration not stated)	-13%	i	-1.4%	0%	4%	7%	3%	-14%	-3.4%	i	-3.1%
COC(=O)c1ccc(OCC(O)CN(CC(C)C)CC(C)C)cc1 (configuration not stated)	-4%	nt	-0.6%[9.22 µM]	5%	-4%	?	-16%	1%	-1.1%	nt	-1.0%
CN(CC(=O)NC(=O)NCc1ccco1)Cc1nc2ccccc2c(=O)[nH]1	-29%	i	-0.2%[57.5 µM]	-5%	-1%	1%	?	0%	-1.6%	i	-3.2%
CCCCN(Cc1ccccc1)C(=O)C1CCCN(S(=O)(=O)c2cnc[nH]2)C1 (configuration not stated)	3%	nt	0.1%	-5%	-6%	-4%	-2%	-2%	-1.3%	nt	0.2%
COc1ccc(Cn2nnnc2C(C(C)C)N(Cc2ccco2)Cc2cccs2)cc1 (configuration not stated)	-2%	i	nt	11%	0%	3%	-2%	-1%	0.7%	i	1.0%
c1cncc(Nc2nc(-c3ccncc3)cs2)c1	4%	?	-1.5%	-4%	0%	11%	-8%	?	-2.1%	?	-0.5%
Cc1cc(NC(=O)CCC(=O)N(c2cccc(F)c2)C(C(=O)NC2CCCC2)c2ccncc2)no1 (configuration not stated)	15%	i	0.2%[57.5 µM]	1%	-1%	-2%	-3%	0%	-1.4%	i	-1.6%
CCNc1nc(NCC)nc(Oc2ccc(OCC)nn2)n1	8%[11.4 µM]	nt	-1.8%[0.0738 µM]	-5%[11 µM]	0%	7%[9.17 µM]	-6%[11.4 µM]	?	-1.9%	nt	-0.7%
COc1ccccc1C1(O)CCN(CC(=O)Nc2c(C)nn(C)c2C)CC1	2%	i	nt	-4%	6%	2%	-1%	-1%	1.0%	?	-0.1%
CCOC(=O)N1CCC(c2cc(=O)n3[nH]cc(C(=O)OC)c3n2)CC1	4%	nt	0.2%	-2%	-3%	3%	2%	7%	-1.5%	nt	0.3%
NC(=Nc1ccccc1)Nc1ccccc1	-10%	nt	-0.9%	1%	nt	nt	-8%	-18%	2.1%	nt	0.4%
O=C(c1csnn1)N1CCC2(CCCN(c3ncccn3)C2)CC1	-4%	i	3.6%	0%	5%[9.22 µM]	9%	-5%	0%	-2.5%	i	-0.2%
Cc1nc(CNS(=O)(=O)c2cccc(F)c2)cs1	7%	i	-0.8%	-7%	0%	3%	-6%	-2%	-1.0%	i	-2.1%
CCC(C)NC(=O)CN(c1cc(C)ccc1OC)S(C)(=O)=O (configuration not stated)	14%	i	-0.4%[57.5 µM]	0%	0%	-1%	-4%	3%	-1.7%	i	-2.6%
COc1cc(C2c3c(-c4cc(Cl)c(C)cc4O)n[nH]c3C(=O)N2Cc2cccnc2)ccc1O (configuration not stated)	?	i	0.0%	?	8%	-3%	-10%	?	0.7%	i	-1.2%
CCOc1ccc(NS(=O)(=O)c2cc(Cl)ccc2OC)cc1	-10%	nt	-5.5%	1%	2%	-6%	4%	-5%	-1.2%	nt	0.4%
O=P(O)(CP(=O)(c1ccccc1)c1ccccc1)c1ccccc1	10%	i	0.7%[0.369 µM]	1%	0%	nt	-11%	-17%	0.4%	i	-0.9%
CCOC(=O)c1ccc2ncc(C(=O)OCC)c(NCCN(C)C)c2c1	7%	nt	0.7%	-1%[2.3 µM]	nt	-7%	0%	6%	-1.0%	nt	0.0%
